Assay outcomes as filed in PubChem.
ER stress rescue: rescue of cells from ER stress-induced death, primary screen, 384-well, CSM14.1, thapsigargin, ATP luminescence (AID 1222). cellular ATP content (survival), % at 20 µM, or EC50 in µM where a hit was titrated. CSM14.1 thapsigargin-induced death rescue, ATP luminescence; higher % means a stronger effect. 190,000 tested, under 10 active;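 active = EC50 below 50 µM in the dose-response confirmation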;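 note: death triggered by thapsigargin at about 15 µM added after 2 h compound pretreatment; cell ATP read after overnight thapsigargin exposure of roughly 18 to 22 hours; normalized against plate controls of thapsigargin alone and 5% DMSO vehicle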
bCat nuc transl: beta-catenin nuclear translocation modulation | hit rate 0.3% among 190,000 | nuclear translocation activity, % at 5 µM | HeLa beta-catenin nuclear translocation, immunofluorescence imaging | AID 1665;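 active = nuclear translocation activity above 50% at 5 µM, with a well cell count of 50 or more; inconclusive = wells under 50 cells across six images, flagged as toxic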;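 note: per-cell ratio of nuclear to cytoplasmic median beta-catenin stain intensity; plate controls were DMSO negative control for no effect and GSK-3 inhibitor IX positive control for full effect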
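Test system: HeLa cells, endogenous beta-catenin; Compound: single 5 µM dose plus 0.02–20 µM confirmation series; Times: compound exposure 24 h at 37°C; Signal: fluorescence imaging of beta-catenin antibody stain plus DAPI; Read-out: % activation, nuclear-to-cytoplasmic median beta-catenin signal ratio per cell.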
MT stabilizer: stabilizes microtubules in HeLa cells; hit rate 0.83% among 200,000; AID 2205; HeLa tubulin immunostaining HCS, 24 h; share of cells brighter than vehicle mean+2SD; % tubulin-high responders, % at 10 µM;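 active = plate Z-score above 3 for both tubulin-high and condensed-nucleus cell shares, with cell loss under 80%, at 10 µM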;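 note: anti alpha tubulin signal scored within the nucleus-defined area of each cell; some results filed as inactive read as strong as hits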
Autophagy mod: alters autophagy in cells; hit rate 0.98% among 190,000; AID 463193; MEF GFP-LC3 puncta imaging; test concentration mostly 10 µM; calls only at 10 µM (by protocol);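 active = percentage of spot-positive cells more than 3 SD above its plate mean, without a fluorescence outlier flag or 80% toxicity; inconclusive = no clear call, values can overlap the other calls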;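 note: spot-positive cell cutoff set from DMSO-treated cells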
K1F lysis inhibition: inhibition of K1F phage lysis, E. coli UTI89, bacterial capsule biogenesis inhibitors, alamar blue (AID 488966). E. coli UTI89 K1F phage lysis, alamar blue, 2 h; higher % means a stronger effect. inhibition, % at 100 µM, or IC50 in µM where a hit was titrated. hit rate 0.02% among 340,000;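 active = phage lysis inhibition, versus mean bacterial control, above a set limit; inconclusive = no clear call, values can overlap the other calls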;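 note: capsule biogenesis inhibitors block K1F phage lysis so surviving cells raise fluorescence; higher fluorescence means more inhibition of phage lysis; actives were called in the ten point dose series up to 300 µM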
Dynein transport: blocks dynein driven cargo transport along microtubules | 3617.4 mouse cells, GR-EGFP nuclear translocation imaging; test concentration mostly 20 µM; stimulated with dexamethasone, 1 µM; stronger effect = lower value | z-score, hits read low | hit rate 0.47% among 220,000 | AID 1381;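 active = plate z-score of nuclear minus cytoplasmic receptor signal below a set negative limit, without overly bright fluorescence or cell loss, cut at about -3.5 in these data, passing the limit was not always enough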;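 note: z-score of nuclear minus cytoplasmic ring GR-EGFP intensity difference per well; some compounds called inactive have numbers as strong as hits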
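Buffer or medium: tet-free, stripped-serum medium; Also added: dexamethasone, 1.0 µM final; Technique: high-content fluorescence imaging after fixation; Times: 48 h induction, 1 h compound, 30 min dex at 37 °C; Read-out: per-cell GR-EGFP intensity, nucleus versus surrounding cytoplasmic ring, well-averaged.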
M1AAP inhibition: P. falciparum M1AAP inhibitors, biochemical, fluorogenic H-Leu-NHMec substrate, 1536-well (AID 1445); recombinant M1AAP, H-Leu-NHMec fluorogenic kinetic assay; higher % means a stronger effect; inhibition, % at 30 µM; hits with a dose series show IC50 in µM; hit rate 0.42% among 220,000;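 active = primary inhibition above the hit cutoff, then over 50% inhibition at one or more dose response concentrations, cut at about 23% in these data, passing the limit was not always enough; inconclusive = conflicting primary data, or primary hits not chosen for dose response; inactive = low primary inhibition, or under 50% at every dose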;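 note: plate controls were DMSO full reaction for no effect and no enzyme background for full effect; strong numbers were not always called active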
P. falciparum M17LAP: P. falciparum M17LAP inhibitors, primary screen, biochemical, fluorogenic H-Leu-NHMec substrate, 1536-well (AID 1619); recombinant M17LAP, H-Leu-NHMec fluorogenic kinetic assay; higher % means a stronger effect; inhibition, % at 30 µM, or IC50 in µM where a hit was titrated; hit rate 0.38% among 220,000;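 active = compound inhibiting the enzyme by more than half at any dose during confirmatory dose-response retesting; inconclusive = strong single-dose inhibitors picked by rank but not retested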;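 note: plate controls were full reaction with DMSO carrier for no effect and no enzyme background for full effect; strong numbers were not always called active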
Insulin prom up: MIN6 insulin promoter up-regulation; MIN6 insulin promoter-GFP reporter, high-content imaging; stronger effect = higher value; z-score at 5 µM; hit rate 0.3% among 190,000;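 active = z-score above 3 at 5 µM with at least 500 cells counted in the well; inconclusive = wells under 500 cells, flagged as cytotoxic or low count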
Dynein transport cytoplasmic EGFP: recorded beside Dynein transport, whose call it bears; z-score; measured here: cytoplasmic GR-EGFP intensity; stronger effect = higher value
Dynein transport nuclear GR-EGFP: second read-out of Dynein transport, no call of its own (marks repeat the call); z-score; measured here: nuclear GR-EGFP intensity;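 lower value marks the stronger effect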
Dynein transport cell count: further read-out of Dynein transport, marked with its call; z-score; measured here: cell count per field
Insulin prom up cell count: also measured in Insulin prom up; calls as there; cell count; measured here: cytotoxicity, nuclei count;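 total cells summed across four imaged fields per well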
bCat nuc transl cell count 5 µM: further read-out of bCat nuc transl, marked with its call; cell count; measured here: cell count, cytotoxicity flag
MT stabilizer Hoechst-high %: second read-out of MT stabilizer, no call of its own (marks repeat the call); % Hoechst-high responders; measured here: nuclear condensation Hoechst responders;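 share of cells brighter than vehicle mean plus two SD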
MT stabilizer cytotoxicity %: second read-out of MT stabilizer, no call of its own (marks repeat the call); toxicity, %; measured here: cytotoxicity by cell density;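 0% = mean cell density of plate MIN control wells and 100% = no cells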
Autophagy mod cell loss 18 h: recorded beside Autophagy mod, whose call it bears; toxicity, %; measured here: cell loss, nuclei count;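 cell loss after 18 h compound exposure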
* = called active by the depositor; i = inactive; ? = inconclusive; / = not tested or not shown; + = active, no number; [ ] = another dose, or the depositor's remark. Rows were taken by chance; 2.9% or so of the library scored in one or more.

Compound	ER stress rescue	bCat nuc transl	bCat nuc transl cell count 5 µM	MT stabilizer	MT stabilizer Hoechst-high %	MT stabilizer cytotoxicity %	Autophagy mod	Autophagy mod cell loss 18 h	K1F lysis inhibition	Dynein transport	Dynein transport cytoplasmic EGFP	Dynein transport nuclear GR-EGFP	Dynein transport cell count	M1AAP inhibition	P. falciparum M17LAP	Insulin prom up	Insulin prom up cell count
Cc1ccc(CCNC(=O)C2CC(c3ccccc3C(F)(F)F)=NO2)cc1 (stereo unspecified)	/	1.6	1306	/	/	/	/	/	0.4%	0.15	-0.8	0.22	-0.34	10%	3%	-0.61	1028
Cc1c(O)nc(SC2CC(=O)N(c3ccccc3)C2=O)[nH]c1=O (stereo unspecified)	-2.1%	-1.6	1033	1.0	2.0	9.6	i	-1	0.3%	0.61	-0.22	0.26	-1.4	4%	36%	0.09	1507
CCOC(=O)C1CCN(c2c(Nc3ccc(C)c(C)c3)c(=O)c2=O)CC1	/	-0.2	1269	/	/	/	/	/	-0.2%	-0.62	-0.28	0.45	0.36	16%	1%	/	/
COc1ccc(OCCC(=O)OCC(=O)Nc2cccc(S(=O)(=O)N3CCOCC3)c2)cc1	-1.6%	-0.1	1105	2.3	1.4	11	i	22	0.1%	-0.24	-0.13	-0.0081	-0.4	2%	3%	0.6	1401
COc1cc(/C=N/NC(=O)c2cccnc2)ccc1OC(=O)c1ccc2c(c1)OCO2	-0.8%	-0.4	1288	2.9	2.3	9.2	i	-18	0.4%	-0.094	-0.18	0.58	0.55	-2%	9%	-0.51	1570
O=C1C(C=Nc2ccccc2)=C(O)c2ccccc21	-3.4%	-1.0	1189	1.7	1.3	5.8	i	-7	-0.9%	-0.36	-0.32	-0.11	0.76	17%	1%	0.42	912
COc1ccc(N2C(=O)CC(Nc3ccc(N4CCOCC4)cc3)C2=O)c(OC)c1 (stereo unspecified)	/	/	/	3.8	2.4	3.0	i	-10	3.2%	-0.32	-0.19	0.2	-0.81	8%	16%	-0.05	1269
COc1ccc(C(=O)CCc2nc3ccccc3s2)cc1	-1.8%	0.7	769	2.7	2.2	16	i	-15	1.6%[50 µM]	0.13	-0.16	0.11	0.026	8%	-2%	-0.2	1348
COc1ccc(-c2n[nH]c(=S)n2C2CCCCC2)cc1	0.1%	-6.6	1001	2.7	1.6	4.1	i	-9	-0.1%	-0.33	-0.22	0.0069	0.59	5%	0%	0.24	1241
O=C(O)CNc1ncccc1[N+](=O)[O-]	0.6%	1.0	1530	1.6	0.9	2.2	i	25	0.3%	0.34	-0.18	0.61	-0.58	-6%	-4%	/	/
O=C(Nc1ccc2nc3n(c(=O)c2c1)CCCC3)c1cccc([N+](=O)[O-])c1	-2.2%	-2.2	1164	6.1	1.9	5.5	i	4	0.3%	-0.3	-0.23	0.21	0.58	-1%	3%	-0.3	1483
COc1cccc(/C(O)=C/c2nc3ccc(C(=O)NCCc4cccc(C)c4)cc3[nH]c2=O)c1	-1.5%	-1.5	1157	5.6	3.6	13	+	25*	1.1%	-2.2	8.6	1.2	0.73	1%	16%	1.1	1158
N/C(=N\OC(=O)c1ccccc1)c1ccncc1	-1.9%	-0.7	1049	7.6	2.1	3.1	i	-4	0.4%	-0.77	-0.31	-0.06	0.61	1%	-5%	-0.25	1285
Cc1ccc(C(C)C)c(OCc2ccc(C(=O)N/N=C/c3cccc(O)c3O)cc2)c1	-6.8%	1.4	616	6.0	1.7	25	i	28	3.8%[50 µM]	-0.27	-0.18	0.023	0.65	-12%	3%	?	/
COc1ccc(N(C(=O)CNC(=O)c2cccs2)C(C(=O)NCC2CCCO2)c2ccccc2)cc1 (stereo unspecified)	0.8%	1.6	1518	2.0	2.0	2.8	i	3	-2.5%	1.2	-0.23	0.78	-0.94	-1%	7%	-0.3	1639
COc1ccc(N2C(=O)C(F)(F)C2c2cccc(F)c2)cc1 (stereo unspecified)	-0.7%	-2.3	1044	7.3	2.8	8.3	i	6	0.5%	0.067	-0.053	0.38	-0.35	3%	-3%	-0.46	1259
Cn1cccc1/C=N/n1c(-c2ccccc2)n[nH]c1=S	-3.9%	-0.9	1365	2.7	1.0	7.4	i	1	1.4%	-1	1.4	-0.41	0.13	7%	7%	-0.1	1668
COc1ccc(OC)c(CNC(=O)C2CCCN(c3nc4ccccc4o3)C2)c1 (stereo unspecified)	-0.2%	-5.5	1027	2.5	0.8	2.9	i	-41	2.2%	0.36	0.41	-0.065	-0.13	0%	0%	-0.7	1261
Cc1ccc(-c2cn(S(=O)(=O)c3cccc([N+](=O)[O-])c3)nc2N)cc1	-1.9%	-2.3	897	2.8	1.6	6.5	i	-14	-0.6%	0.83	-0.21	0.4	-0.28	4%	2%	1.3	1458
Cc1ccccc1N(CC(=O)NCCc1ccccc1)C(=O)c1ccc(N2CCCC2)nc1	-0.1%	-1.3	876	2.9	0.8	9.6	i	7	-1.0%	-0.14	-0.18	-0.27	0.22	6%	9%	-0.51	1237
O=c1c2c(nc3c(-c4ccccc4)c[nH]n13)CCCC2	/	/	/	1.4	1.8	3.2	i	3	0.1%	-0.67	-0.24	-0.13	-0.053	6%	-2%	-0.62	1276
Cc1oc(-c2ccccc2)nc1CS(=O)CC(=O)N1CCc2ccccc2C1 (stereo unspecified)	0.9%	/	/	2.9	2.6	11	i	0	3.8%	-0.77	-0.16	-0.28	0.56	0%	16%	0.37	849
O=C(Nc1ccc(Cc2ccncc2)cc1)c1cccc([N+](=O)[O-])c1	-2.2%	-0.2	1102	6.3	1.3	3.9	i	13	0.3%	0.39	0.22	0.45	0.22	9%	3%	/	/
O=S(=O)(c1ccc2nc(Cc3cccc(C(F)(F)F)c3)[nH]c2c1)N1CCOCC1	-0.6%	0.0	1093	1.4	1.1	9.0	i	-6	3.4%	1.2	0.45	1.1	-0.98	-3%	6%	0.18	1220
Cc1nc(SCC2(C)CC2(Cl)Cl)n[nH]1 (stereo unspecified)	0.8%	0.3	1115	2.9	1.7	4.8	i	15	-0.8%	0.66	0.36	0.55	-0.53	4%	-7%	0.22	1121
Cc1ccc(C)c(N2CCN(C(=O)c3ccc(Cn4c(=S)[nH]c5ccc(N6CCOCC6)cc5c4=O)cc3)CC2)c1	-1.7%	-1.9	912	2.3	2.2	6.6	i	9	0.2%	-0.57	-0.19	-0.42	0.092	5%	-9%	0.78	1264
COC(=O)C1CCN(C(=O)c2ccc(OC3CCN(Cc4ccccn4)CC3)cc2)CC1	0.5%	0.8	991	3.7	2.1	2.2	i	17	0.0%	0.07	-0.3	-0.17	0.35	-8%	-5%	-1	1425
COc1ccccc1NS(=O)(=O)c1cccc(C(=O)N/N=C/c2cn(-c3ccccc3)nc2-c2ccccc2)c1	-0.1%	-1.6	484	4.7	1.7	8.7	i	-6	-3.7%	-1	-0.32	-0.89	0.93	1%	11%	-0.88	1026
CCOC(=O)c1[nH]c2ccccc2c1NC(=O)c1ccc(S(=O)(=O)N(C)C)cc1	-5.2%	3.5	583	3.1	2.1	5.3	i	1	-1.7%	-0.82	-0.19	0.27	0.16	7%	7%	-0.48	1314
COc1cc(OC)c(-c2nnc(-c3ccc(OC)c(OC)c3OC)o2)cc1OC	-2.3%	-0.7	1065	2.6	0.5	17	i	-1	5.5%	-0.11	-0.18	0.32	1.4	5%	-77%	-1.5	1865
CC(C)OCCCNC(=O)CCc1nc(-c2ccccc2)no1	-1.1%	-1.0	1173	4.3	2.5	6.2	i	-11	0.9%	-1.6	-0.25	-0.4	1.7	6%	3%	-0.2	1065
Cn1cccc1/C=C1\SC(=O)N(c2ccccc2)C1=O	-0.6%	-2.0	983	8.8	4.2	4.2	i	11	1.3%	3.4	2.6	2.8	-2.6	-3%	-5%	0.7	1185
O=C(O)c1ccc(/C=N/NC(=O)C2CC2(c2ccccc2)c2ccccc2)cc1 (stereo unspecified)	1.7%	-0.3	1119	6.5	0.6	4.4	i	-5	/	0.14	-0.32	-0.28	0.43	3%	13%	0	1257
CCCS(=O)(=O)Nc1cc(C(F)(F)F)ccc1OCCOC	-0.6%	-5.2	1195	2.3	3.5	9.2	i	-2	0.8%	-0.28	-0.47	-0.27	0.59	3%	2%	/	/
O=C(Nc1nnc(-c2ccncc2)o1)C1CCCCC1	-1.0%	0.5	1091	4.5	2.4	8.2	i	1	1.1%	-0.37	-0.24	-0.3	0.59	0%	0%	0.67	1517
Cc1cc(-c2ccc(NC(=O)[C@@H]3CCCC[C@@H]3C(=O)O)c(C)c2)ccc1NC(=O)[C@@H]1CCCC[C@@H]1C(=O)O	0.1%	-0.1	1456	1.7	1.6	3.5	i	5	-1.1%	-0.1	-0.19	0.63	-0.9	0%	5%	0.44	1393
